PP1 counter = PP1-alpha phosphatase inhibitors, primary screen, counter-screen for PP5 inhibitor project, biochemical, fluorescence, OMFP substrate, single point; Serine/threonine-protein phosphatase PP1-alpha catalytic subunit (Homo sapiens), P62136; purified PP1alpha; inhibition, % at 6.7 µM; 320,000 compounds, 0.9% hits; AID 2235, 2010;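 active = inhibition above the mean inhibition of all tested compounds plus 3 SD, computed separately for each screening campaign, cut at about 15% in these data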
Target sequence (P62136 whole entry, looked up): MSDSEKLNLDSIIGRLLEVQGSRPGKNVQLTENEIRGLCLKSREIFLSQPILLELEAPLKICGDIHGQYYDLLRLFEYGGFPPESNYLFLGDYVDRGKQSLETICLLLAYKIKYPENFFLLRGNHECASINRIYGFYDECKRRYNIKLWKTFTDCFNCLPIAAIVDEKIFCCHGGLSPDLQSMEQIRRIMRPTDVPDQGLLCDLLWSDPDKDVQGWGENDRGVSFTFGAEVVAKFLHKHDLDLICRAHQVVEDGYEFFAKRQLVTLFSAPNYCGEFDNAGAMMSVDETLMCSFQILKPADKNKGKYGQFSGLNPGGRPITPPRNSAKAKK
Fh CTSL1 inh = Fasciola hepatica cathepsin L1 inhibitors, primary screen, counter-screen for PFM18AAP inhibitor project, biochemical, QFRET, fluorogenic peptide substrate. recombinant F. hepatica cathepsin L1, Z-Leu-Arg-MCA fluorescence. inhibition, % at 5.96 µM. 300,000 compounds, 0.49% hits;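 active = inhibition above the mean of all tested compounds plus 3 SD, set per screening campaign, cut at about 17% in these data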;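 note: 0% = plate median of test compound wells and 100% = 1 µM Z-Phe-Ala-diazomethylketone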
GASC-1 inh = inhibitors of GASC-1 histone demethylase, primary screen, biochemical, fluorescence, DELFIA europium; inhibition, % at 2.35 µM; Lysine-specific demethylase 4C (Homo sapiens), Q9H3R0; 330,000 compounds, 0.069% hits; GST-JMJD2C(1-420) H3K9me3 demethylation;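 active = more than half of a compound's replicate wells show inhibition beyond 50%, single wells judged on their own value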;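 note: signal counts dimethyl H3K9 product captured on neutravidin plate; 0% = median of DMSO wells and 100% = 0.3 times that DMSO median; strong numbers were not always called active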
HCV core dimer = inhibitors of HCV core protein dimerization, primary screen, biochemical, TR-FRET, high-throughput; TR-FRET GST/Flag-core106 dimerization, 1536-well; 300,000 compounds, 0.33% hits; inhibition, % at 5 µM;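 active = inhibition above the mean of all tested compounds plus 3 SD, set per screening campaign, cut at about 45% in these data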
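test system = GST/Flag-tagged HCV core106 proteins | probe or stimulus = Eu donor and XL665 acceptor anti-tag antibodies | times = compound-protein-antibody incubation 4 h at 22.5 °C | signal = TR-FRET, excitation 340 nm, emission 617 and 671 nm | measure = percent inhibition of core106 dimerization signal | controls = wells lacking GST-core106 and wells with excess unlabelled core106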
PP5 inh = PP5 phosphatase inhibitors, primary screen, biochemical, fluorescence; purified PP5c, OMFP substrate fluorescence; 320,000 compounds, 0.18% hits; Serine/threonine-protein phosphatase 5 (Homo sapiens), P53041; inhibition, % at 6.7 µM; AID 1987, 2009;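 active = inhibition above the campaign's mean inhibition across all tested compounds plus 3 SD, cut at about 9.5% in these data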;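 note: 0% = DMSO only and 100% = 100 µM cantharidin control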
Target sequence (P53041 whole entry, looked up): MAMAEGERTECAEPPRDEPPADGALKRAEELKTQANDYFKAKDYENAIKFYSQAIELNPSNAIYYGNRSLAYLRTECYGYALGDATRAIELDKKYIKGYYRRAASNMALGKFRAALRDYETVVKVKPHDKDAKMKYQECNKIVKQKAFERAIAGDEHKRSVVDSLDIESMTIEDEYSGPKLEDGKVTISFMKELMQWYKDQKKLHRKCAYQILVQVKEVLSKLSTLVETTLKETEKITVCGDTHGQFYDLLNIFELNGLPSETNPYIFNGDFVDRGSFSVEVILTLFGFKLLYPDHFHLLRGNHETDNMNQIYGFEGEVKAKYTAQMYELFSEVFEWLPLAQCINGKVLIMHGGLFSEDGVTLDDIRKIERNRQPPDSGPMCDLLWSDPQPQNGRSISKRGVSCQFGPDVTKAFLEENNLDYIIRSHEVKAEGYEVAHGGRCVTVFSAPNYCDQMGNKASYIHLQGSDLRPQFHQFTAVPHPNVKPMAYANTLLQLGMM
EBNA-1 inhibitor = EBNA-1 DNA-binding inhibitors, primary screen, biochemical, fluorescence polarization; inhibition, % at 14.8 µM; 300,000 compounds, 0.34% hits; AID 1950, 2009; in the data active = inhibition above about 28%
Yeast superoxide = reduction of superoxide in aged yeast, primary screen, HTS; S. cerevisiae aged cells, superoxide DHE fluorescence; hits give low values; superoxide response (% of plate mean), % at 10 µM; 330,000 compounds, 0.18% hits;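 active = superoxide response under a set limit, about three screen SD below normal, cut at about 65% in these data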;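 note: yeast aged for seven days with compound at 30 °C before DHE staining; 100% = average MFI of all compound-treated wells on the plate with controls excluded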
TPT1 inhibitor = Candida albicans TPT1 enzyme inhibitors, primary screen, biochemical, fluorescence polarization | 300,000 compounds, 0.81% hits | inhibition, % at 5 µM | tRNA 2'-phosphotransferase TPT1 (Candida albicans SC5314) | AID 1962, 2009 | recombinant caTPT1, FP RNA substrate dephosphorylation;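 active = inhibition above the mean of all tested compounds plus 3 SD, set per screening campaign, cut at about 24% in these data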;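 note: plate controls were DMSO alone for no effect and ferristatin control at 100 nM for full effect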
ZTA counter = ZTA (EBV) inhibition in EBNA-1 counter-screen; P03206; ZTA-DNA binding, fluorescence polarization; inhibition, % at 11 µM; 320,000 compounds, 0.15% hits; AID 2234; in the data active = inhibition above about 33%
Target sequence (P03206 whole entry, looked up): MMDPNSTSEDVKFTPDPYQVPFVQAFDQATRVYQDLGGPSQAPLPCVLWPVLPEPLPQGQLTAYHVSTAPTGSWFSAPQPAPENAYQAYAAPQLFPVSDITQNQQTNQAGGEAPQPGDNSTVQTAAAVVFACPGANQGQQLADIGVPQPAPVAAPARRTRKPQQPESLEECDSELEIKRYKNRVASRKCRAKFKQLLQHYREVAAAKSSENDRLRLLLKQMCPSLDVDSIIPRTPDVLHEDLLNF
* = called active by the depositor. No enrichment for hits, and some 3.1% of all compounds hit somewhere here.

What do the screens show for `O=C(NCC(O)c1ccccc1)c1ccc(Cl)c(S(=O)(=O)N2CCCC2)c1` (configuration not stated)?
PP1 counter: -5; Fh CTSL1 inh: 2; GASC-1 inh: -7; HCV core dimer: -2; PP5 inh: -1.4; EBNA-1 inhibitor: -8; Yeast superoxide: 100; TPT1 inhibitor: -2; ZTA counter: 6

Results for CN(C(=O)c1coc(=O)c2ccccc12)c1ccc(F)cc1 ?
PP1 counter: -1; Fh CTSL1 inh: 2; GASC-1 inh: 2; HCV core dimer: 9; PP5 inh: 0.3; EBNA-1 inhibitor: -1; Yeast superoxide: 100; TPT1 inhibitor: 2; ZTA counter: 20

How did O=C(c1cc(-c2ccncc2)nc2ccc(Br)cc12)N1CCN(Cc2ccc3c(c2)OCO3)CC1 do in these assays?
PP1 counter: 0; Fh CTSL1 inh: 2; GASC-1 inh: -30; HCV core dimer: 28; PP5 inh: 0.0; EBNA-1 inhibitor: -5; Yeast superoxide: 113; TPT1 inhibitor: 1; ZTA counter: -25

Results for COc1cc2cc(CCCOC(=O)c3ccc(F)cc3)oc(=O)c2cc1OC ?
PP1 counter: 2; GASC-1 inh: 16; PP5 inh: 0.6; Yeast superoxide: 102; ZTA counter: -1

Results for Cc1cc(C)nc(N2CCC(C(=O)NNC(=O)c3ccccc3)CC2)n1 ?
PP1 counter: -3; Fh CTSL1 inh: -4; GASC-1 inh: -3; HCV core dimer: 1; PP5 inh: 1.4; EBNA-1 inhibitor: -3; Yeast superoxide: 113; TPT1 inhibitor: -8; ZTA counter: -9

Results for CCOc1ccc(NC(=O)C2CCCN(S(=O)(=O)c3ccc4c(c3)CC(C)N4C(C)=O)C2)cc1 (configuration not stated) ?
PP1 counter: -3; Fh CTSL1 inh: 2; GASC-1 inh: -5; HCV core dimer: 14; PP5 inh: 5.1; EBNA-1 inhibitor: 3; Yeast superoxide: 108; TPT1 inhibitor: -1; ZTA counter: 6

Results for Brc1ccc(Nc2c3c(nc4ncnn24)CCC3)cc1 ?
PP1 counter: -6; Fh CTSL1 inh: 2; GASC-1 inh: -3; HCV core dimer: -1; PP5 inh: -2.9; EBNA-1 inhibitor: 14; Yeast superoxide: 86; TPT1 inhibitor: -1; ZTA counter: 10

What do the screens show for `O=C(Nc1cc(C(F)(F)F)ccc1Cl)C(NCc1ccccc1)c1ccccc1` (configuration not stated)?
PP1 counter: 0; Fh CTSL1 inh: -3; GASC-1 inh: -20; HCV core dimer: 4; PP5 inh: 2.5; EBNA-1 inhibitor: -8; Yeast superoxide: 115; TPT1 inhibitor: -1; ZTA counter: 1

What do the screens show for `CCN(CC)c1nc(N(CC)CC)[nH]c(=O)n1`?
PP1 counter: -5; Fh CTSL1 inh: -2; GASC-1 inh: 3; HCV core dimer: 0; PP5 inh: 1.8; EBNA-1 inhibitor: -2; Yeast superoxide: 101; TPT1 inhibitor: -3; ZTA counter: 20

Results for CCCCNc1nc2cccnc2s1 ?
PP1 counter: -1; Fh CTSL1 inh: 4; GASC-1 inh: 4; HCV core dimer: -5; PP5 inh: 0.1; EBNA-1 inhibitor: -1; Yeast superoxide: 95; TPT1 inhibitor: -6; ZTA counter: -6

What do the screens show for `O=C(OCC(=O)N(Cc1ccccc1)Cc1ccccc1)c1ccccc1O`?
PP1 counter: 1; GASC-1 inh: 5; PP5 inh: -0.3; Yeast superoxide: 81; ZTA counter: 8

How did COc1cc(/C=C(\C#N)C(=O)Nc2ccccc2C(=O)O)cc(Cl)c1OC do in these assays?
PP1 counter: -2; Fh CTSL1 inh: 3; GASC-1 inh: 1; HCV core dimer: 1; PP5 inh: -0.3; EBNA-1 inhibitor: 10; Yeast superoxide: 133; TPT1 inhibitor: -3; ZTA counter: 16

Results for N#Cc1nc(-c2cccc3ccccc23)oc1NCCN1CCCCC1 ?
PP1 counter: -1; Fh CTSL1 inh: 12; GASC-1 inh: -1; HCV core dimer: 3; PP5 inh: -2.4; EBNA-1 inhibitor: 11; Yeast superoxide: 96; TPT1 inhibitor: 0; ZTA counter: 2

Results for O=C(NC1Cc2ccccc2C1)c1cc(COc2cccc(C(F)(F)F)c2)on1 ?
PP1 counter: 2; Fh CTSL1 inh: 2; GASC-1 inh: -18; HCV core dimer: -10; PP5 inh: 4.5; EBNA-1 inhibitor: -3; Yeast superoxide: 107; TPT1 inhibitor: -3; ZTA counter: -2

How did Clc1ncccc1-c1nc2ccccc2s1 do in these assays?
PP1 counter: -2; Fh CTSL1 inh: -2; GASC-1 inh: -5; HCV core dimer: 3; PP5 inh: -0.7; EBNA-1 inhibitor: -3; Yeast superoxide: 97; TPT1 inhibitor: -5; ZTA counter: 14

Results for O=C(NC(Cc1ccc(O)cc1)C(=O)O)c1ccco1 (configuration not stated) ?
PP1 counter: -2; Fh CTSL1 inh: -1; GASC-1 inh: -11; HCV core dimer: -1; PP5 inh: 0.2; EBNA-1 inhibitor: -2; Yeast superoxide: 89; TPT1 inhibitor: -4; ZTA counter: -1

What do the screens show for `CC[n+]1c(C)n(C)c2cc(S(=O)(=O)N(C)C)ccc21`?
PP1 counter: 0; Fh CTSL1 inh: -3; GASC-1 inh: 4; HCV core dimer: -3; PP5 inh: 2.4; EBNA-1 inhibitor: 4; Yeast superoxide: 98; TPT1 inhibitor: 3; ZTA counter: 5

Results for COc1ccc(NCCC(O)c2ccc(Cl)cc2)cc1 (configuration not stated) ?
PP1 counter: -2; Fh CTSL1 inh: 0; GASC-1 inh: 3; HCV core dimer: -16; PP5 inh: 1.6; EBNA-1 inhibitor: -9; Yeast superoxide: 91; TPT1 inhibitor: 0; ZTA counter: -1

Results for CCOC(=O)c1cc(NC(=O)c2cccnc2)ccn1 ?
PP1 counter: -2; Fh CTSL1 inh: -1; GASC-1 inh: -4; HCV core dimer: 4; PP5 inh: -2.8; EBNA-1 inhibitor: 3; Yeast superoxide: 109; TPT1 inhibitor: -2; ZTA counter: 31

How did CCCCNC(=S)Nc1ccc([N+](=O)[O-])cc1 do in these assays?
PP1 counter: 2; Fh CTSL1 inh: 2; GASC-1 inh: 5; HCV core dimer: -3; PP5 inh: 1.1; EBNA-1 inhibitor: -13; Yeast superoxide: 90; TPT1 inhibitor: 0; ZTA counter: -2

How did O=C1CC(c2ccccc2)n2nc(NC(=O)C3CCCO3)nc2N1 (configuration not stated) do in these assays?
PP1 counter: 1; Fh CTSL1 inh: -2; GASC-1 inh: 5; HCV core dimer: -3; PP5 inh: 0.8; EBNA-1 inhibitor: 3; Yeast superoxide: 105; TPT1 inhibitor: -7; ZTA counter: 14

What do the screens show for `COc1ccc(CC(=O)NNS(=O)(=O)c2ccc3ccccc3c2)cc1OC`?
PP1 counter: -2; Fh CTSL1 inh: -2; GASC-1 inh: -4; HCV core dimer: -7; PP5 inh: 2.0; EBNA-1 inhibitor: -4; Yeast superoxide: 107; TPT1 inhibitor: 1; ZTA counter: -15

Results for Cn1cnnc1SCC(=O)NC1CCCc2ccccc21 (configuration not stated) ?
PP1 counter: -6; Fh CTSL1 inh: 0; GASC-1 inh: -4; HCV core dimer: -5; PP5 inh: -0.2; EBNA-1 inhibitor: -5; Yeast superoxide: 86; TPT1 inhibitor: -6; ZTA counter: 3

What do the screens show for `CN(C1=C(NC(=O)c2ccc(Cl)cc2)C(=O)c2ccccc2C1=O)c1ccccc1`?
PP1 counter: 3; Fh CTSL1 inh: -1; GASC-1 inh: 9; HCV core dimer: -11; PP5 inh: 4.3; EBNA-1 inhibitor: -7; Yeast superoxide: 98; TPT1 inhibitor: -1; ZTA counter: -3

Sorted by heavy-atom count (rising): 4 of the compounds above
How did Clc1ncccc1-c1nc2ccccc2s1 do in these assays?
PP1 counter: -2; Fh CTSL1 inh: -2; GASC-1 inh: -5; HCV core dimer: 3; PP5 inh: -0.7; EBNA-1 inhibitor: -3; Yeast superoxide: 97; TPT1 inhibitor: -5; ZTA counter: 14

How did CCCCNC(=S)Nc1ccc([N+](=O)[O-])cc1 do in these assays?
PP1 counter: 2; Fh CTSL1 inh: 2; GASC-1 inh: 5; HCV core dimer: -3; PP5 inh: 1.1; EBNA-1 inhibitor: -13; Yeast superoxide: 90; TPT1 inhibitor: 0; ZTA counter: -2

How did O=C1CC(c2ccccc2)n2nc(NC(=O)C3CCCO3)nc2N1 (configuration not stated) do in these assays?
PP1 counter: 1; Fh CTSL1 inh: -2; GASC-1 inh: 5; HCV core dimer: -3; PP5 inh: 0.8; EBNA-1 inhibitor: 3; Yeast superoxide: 105; TPT1 inhibitor: -7; ZTA counter: 14

Results for N#Cc1nc(-c2cccc3ccccc23)oc1NCCN1CCCCC1 ?
PP1 counter: -1; Fh CTSL1 inh: 12; GASC-1 inh: -1; HCV core dimer: 3; PP5 inh: -2.4; EBNA-1 inhibitor: 11; Yeast superoxide: 96; TPT1 inhibitor: 0; ZTA counter: 2

(more compounds)
How did COc1ccc(S(=O)(=O)N(Cc2cc3cc(C)ccc3[nH]c2=O)CC2CCCO2)cc1 (configuration not stated) do in these assays?
PP1 counter: 2; Fh CTSL1 inh: -2; GASC-1 inh: 6; HCV core dimer: 10; PP5 inh: 2.8; EBNA-1 inhibitor: -21; Yeast superoxide: 104; TPT1 inhibitor: 2; ZTA counter: -6

Results for Cc1ccnc(NC(=O)c2cc3ccccc3o2)c1 ?
PP1 counter: -4; Fh CTSL1 inh: 7; GASC-1 inh: 0; HCV core dimer: 1; PP5 inh: 0.7; EBNA-1 inhibitor: 0; Yeast superoxide: 95; TPT1 inhibitor: -1; ZTA counter: -10

What do the screens show for `C=CCC(CC)C(=O)NC(=O)N1CCCc2ccccc21` (configuration not stated)?
PP1 counter: 0; Fh CTSL1 inh: -1; GASC-1 inh: -2; HCV core dimer: 6; PP5 inh: -0.7; EBNA-1 inhibitor: -8; Yeast superoxide: 98; TPT1 inhibitor: -3; ZTA counter: 8

Results for COc1cccc2cc(C(C)N(CCCN3CCOCC3)C(=S)Nc3c(C)cccc3C)oc12 (configuration not stated) ?
PP1 counter: 0; Fh CTSL1 inh: -5; GASC-1 inh: -6; HCV core dimer: -2; PP5 inh: 2.4; EBNA-1 inhibitor: 1; Yeast superoxide: 95; TPT1 inhibitor: -2; ZTA counter: -13

Results for Cc1[nH]c(C(=O)N/N=C/c2ccc(C(=O)O)cc2)c(C)c1C(=O)N/N=C/c1ccc(C(=O)O)cc1 ?
PP1 counter: 1; Fh CTSL1 inh: 10; GASC-1 inh: -12; HCV core dimer: -2; PP5 inh: 0.3; EBNA-1 inhibitor: -4; Yeast superoxide: 87; TPT1 inhibitor: -1; ZTA counter: 6

Results for N/C(=N\OC(=O)/C=C/c1ccccc1)c1ccc(Br)cc1 ?
PP1 counter: -1; Fh CTSL1 inh: -8; GASC-1 inh: -6; HCV core dimer: -8; PP5 inh: 0.7; EBNA-1 inhibitor: 8; Yeast superoxide: 110; TPT1 inhibitor: 0; ZTA counter: -10

Assay outcomes from PubChem.
